PRMT1 inh: PRMT1 (human) inhibition, primary screen | Q99873 | recombinant PRMT1, activity-based probe fluorescence polarization | inhibition, % at 2.79 µM | hit rate 1.3% among 370,000 | AID 652257;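 active = inhibition above about 21% made by adding two undisclosed values, limit read from the data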
TDP2 absorb: blocks human TDP2 phosphodiesterase activity; O95551; recombinant TDP2, T5PNP hydrolysis, p-nitrophenol absorbance 415 nm; inhibition, % at 12.8 µM; hit rate 0.34% among 370,000; AID 720702;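 active = inhibition above the mean of all tested compounds plus 3 SD, set per campaign, cut at about 25% in these data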;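 also: 0% = DMSO with enzyme and 100% = buffer with substrate but no TDP2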
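Assay system: Recombinant human TDP2 | Quantity: 120 nM TDP2 per well | Incubation: 2 h at 37 °C | Signal: Epi absorbance | Evaluation: Percent inhibition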
LEDGF integ inh: blocks HIV-1 LEDGF/p75-dependent DNA integration | hit rate 0.64% among 370,000 | TR-FRET IN-LEDGF/p75 DNA integration, Eu/Cy5 | inhibition, % at 3.7 µM;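 active = inhibition above the screen-wide mean plus 3 SD, cut at about 13% in these data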;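 also: signal is the Cy5 over europium emission ratio at 671 and 618 nm; 0% = plate median of compound wells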
TCR CD3 inh: inhibitors of human TCR-CD3 interaction; inhibition, % at 9.4 µM; hit rate 0.37% among 360,000; TAMRA-labeled TCR probe fluorescence, biochemical; in the data active = inhibition above about 19%;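 also: recombinant mutant TCR 2C K166C tagged with TAMRA read by polarization; 0% = receptor in buffer alone and 100% = receptor with positive control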
HTRA1 inh: blocks human HTRA1 serine peptidase | Q92743 | recombinant HTRA1, FP-rhodamine activity-based probe, fluorescence polarization | inhibition, % at 5.96 µM | hit rate 0.5% among 340,000 | AID 504803; in the data active = inhibition above about 36%;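 also: 0% = enzyme with DMSO and 100% = wells lacking enzyme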
NR1D1 modulator: Rev-erb alpha (human) modulation. P20393. Rev-erbα–FITC-DNA binding, fluorescence polarization, 90 min. activity, % at 10 µM. hit rate 0.79% among 370,000;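 active = activity above about 14%, limit read from the data; passing the limit was not always enough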;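 also: 0% = DMSO wells with 35 nM protein and 100% = DMSO wells with 750 nM protein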
Target sequence (P20393 whole entry, looked up): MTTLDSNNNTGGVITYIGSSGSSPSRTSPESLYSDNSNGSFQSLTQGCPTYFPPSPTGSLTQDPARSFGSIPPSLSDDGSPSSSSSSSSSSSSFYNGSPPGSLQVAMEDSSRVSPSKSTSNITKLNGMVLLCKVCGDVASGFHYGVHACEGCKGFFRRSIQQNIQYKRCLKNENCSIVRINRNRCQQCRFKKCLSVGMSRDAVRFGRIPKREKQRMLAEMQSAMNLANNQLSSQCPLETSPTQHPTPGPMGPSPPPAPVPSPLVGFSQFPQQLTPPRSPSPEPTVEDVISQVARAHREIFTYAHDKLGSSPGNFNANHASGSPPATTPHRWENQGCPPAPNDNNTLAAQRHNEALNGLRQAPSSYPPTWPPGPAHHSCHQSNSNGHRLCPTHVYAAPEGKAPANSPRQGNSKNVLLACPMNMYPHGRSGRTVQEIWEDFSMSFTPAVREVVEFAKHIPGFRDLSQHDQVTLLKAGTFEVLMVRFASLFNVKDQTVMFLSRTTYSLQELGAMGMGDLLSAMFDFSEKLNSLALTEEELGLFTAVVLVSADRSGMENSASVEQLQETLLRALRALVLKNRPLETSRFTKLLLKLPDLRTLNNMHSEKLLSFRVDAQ
mABHD4 FP: ABHD4 (mouse) inhibition, primary FP screen. inhibition, % at 8.92 µM. purified mABHD4, FP-Rh probe fluorescence polarization. hit rate 0.54% among 370,000. Q8VD66;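 active = inhibition exceeding the mean over every tested compound plus 3 SD, cut at about 30% in these data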;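 also: 0% = plate median of compound wells and 100% = S159A mutant with DMSO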
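Assay system: Wild-type mouse ABHD4 protein | Medium: HEPES pH 7.0 buffer, 150 mM NaCl, 0.01% Pluronic F-127 | Incubation: Enzyme–compound pre-incubation 45 min, then probe 60 min, both 25 °C | Technique: Fluorescence polarization with parallel and perpendicular emission, 525/598 nm | Evaluation: % inhibition of FP-Rh probe binding versus controls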
rCAG RNA binder: r(CAG) repeat RNA binding; hit rate 1.3% among 370,000; inhibition, % at 3 µM; AID 651821; TO-PRO-1 dye displacement fluorescence;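 active = inhibition above the plate cutoff, the mean of all test compounds on that plate plus 3 SD, cut at about 35% in these data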;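 also: 0% = DMSO alone and 100% = 100 µM mitoxantrone as full dye displacement; higher means more dye released from RNA so lower well fluorescence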
SIAE primary: inhibitors of human sialic acid acetylesterase SIAE | inhibition, % at 9.66 µM | hit rate 0.69% among 370,000 | AID 1053197 | Q9HAT2 | SIAE FP-Rh probe binding, fluorescence polarization;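 active = inhibition above a cutoff: mean of compounds within the control limits plus 3 SD of those, cut at about 17% in these data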;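 also: 0% = plate median of compound wells and 100% = probe without SIAE protein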
PG9 Ab binder: PG9 antibody binding by small molecule; hit rate 0.43% among 360,000; inhibition, % at 6.7 µM; TR-FRET gp120-PG9 antibody binding; AID 624416; in the data active = inhibition above about 8.5%
An asterisk follows results filed as active; / = no result given. The list is partial, so the mix of outcomes need not match the whole.

nr	smiles	PRMT1 inh	TDP2 absorb	LEDGF integ inh	TCR CD3 inh	HTRA1 inh	NR1D1 modulator	mABHD4 FP	rCAG RNA binder	SIAE primary	PG9 Ab binder
1	COC(=O)C[C@H]1CC[C@H](NC(=O)Cc2ccccc2)[C@@H](CO)O1	-3	1	-1	3	/	5	10	3	5	0.4
2	CCC(=O)Nc1cccc(NC(=O)CSc2nnc(C3CC3)n2C)c1	-1	11	-1	2	3	-2	3	-2	-4	0.9
3	COc1cccc(CC2(CO)CCCN(Cc3ccc(OC(F)F)cc3)C2)c1 (configuration not stated)	-7	-5	4	-2	-3	-5	-7	-9	6	-3.9
4	COc1ccc(CNc2ccc(C)c(C)c2)c(OC)c1OC	1	9	0	-5	-19	-1	-8	-7	1	-1.2
5	COc1cccc(-c2nc(SC)nc3sc(C(=O)NC(C)(C)C)c(N)c23)c1	25*	-6	-2	-2	-24	2	0	7	5	0.5
6	Cn1cnc2cc(NCc3ccccc3O)ccc21	-8	1	3	3	3	0	-2	-3	7	-8.9
7	CCN(CC)C(=O)c1ncn2c1c(=O)[nH]c1ccccc12	7	-9	0	-3	0	-2	-10	0	0	1.1
8	O=[N+]([O-])c1c(O)c(Cl)cc(Cl)c1Cl (tested in a mixture with another compound)	1	2	5	-1	-4	1	-24	1	-2	-1.0
9	CCCCCCCNC(=O)CN1C(=O)CSc2ccc(S(=O)(=O)N3CCOCC3)cc21	1	2	-2	0	-2	9	3	-6	-1	-2.1
10	O=C(CSc1nc2ccc(Nc3nc(N4CCOCC4)nc(N4CCOCC4)n3)cc2s1)Nc1ccccc1	-3	10	-2	0	/	-4	-1	3	0	-1.9
11	NS(=O)(=O)c1cccc(NC(=O)COC(=O)C2CCCCC2)c1	2	1	0	-3	2	9	-1	-2	-5	-2.9
12	CCOC(=O)Cc1csc(NC(=O)Nc2cccs2)n1	-2	2	1	0	6	6	0	29	0	-2.9
13	Cc1ccc(C(=O)N/N=C/c2cc(C)n(-c3ccc(Br)cc3)c2C)cc1[N+](=O)[O-]	1	-15	3	8	-9	4	0	14	-5	1.3
14	COc1ccc(Br)cc1CN(C)CC(=O)Nc1c(Cl)ccc(C)c1Cl	0	-12	2	6	-24	4	0	-1	-8	-1.5
15	Cc1cccc2cc(CN(CCN3CCCC3)C(=O)NC3CCCCC3)c(=O)[nH]c12	-3	9	0	-1	2	2	2	-1	-5	-0.2
16	CNC(=O)CN(c1ccc(C23CC4CC(CC(C4)C2)C3)cc1)S(C)(=O)=O	1	-10	2	7	-5	4	-7	-3	3	-2.9
17	O=[N+]([O-])c1ccc(NCc2ccncc2)cc1	-4	-9	9	-6	7	7	-3	1	12	-1.4
18	COc1cc(NC(=O)COC(=O)/C=C/c2ccc(Cl)cc2Cl)cc(OC)c1	-3	-4	2	4	0	2	0	0	7	-1.8
19	COc1cc(=O)[nH]c(SC(C)C(=O)Nc2cc(C)on2)n1 (configuration not stated)	1	8	-4	2	-3	-3	-2	-1	-8	-0.4
20	Cc1csc2nc(CCNS(=O)(=O)c3cccs3)cn12	4	10	-5	-11	-2	-4	8	5	2	-1.0
21	O=C(CN1C(=O)CSc2ccc(S(=O)(=O)N3CCOCC3)cc21)NCc1ccc(F)cc1	-1	-5	-2	-7	0	-5	5	-3	-5	-2.8
22	C#CCNC(=O)C1=C[C@H](C(C)(C)C)C[C@H](OCCCCO)O1	4	-7	-2	-2	-1	-2	4	2	2	-0.3
23	CC1CN(S(=O)(=O)c2cccc(C(=O)OCCOc3ccccc3)c2)CC(C)O1 (configuration not stated)	0	1	-2	-5	-10	0	-4	-1	13	2.8
24	CN(CC(=O)Nc1ccc(S(=O)(=O)N2CCCC2)cc1)Cc1c(F)cccc1Cl	0	-7	-8	-5	-26	-2	-5	-4	-7	0.1
25	CCCCn1c(N)c(N(CC(C)C)C(=O)c2ccco2)c(=O)[nH]c1=O	3	3	-1	4	-2	11	7	0	-10	-2.2
26	CCNC(=O)c1ccccc1NC(=O)c1cccc(S(=O)(=O)N2CCC(C)CC2)c1	-1	-1	0	-1	-65	-3	-30	5	-19	-1.4
27	Cc1ccc(NC(=O)COC(=O)Cn2cnc3c2c(=O)n(C)c(=O)n3C)cc1F	2	-6	-4	6	-2	-5	3	-5	-3	0.9

Part of the list above in order of heavy-atom count, descending:
nr	smiles	PRMT1 inh	TDP2 absorb	LEDGF integ inh	TCR CD3 inh	HTRA1 inh	NR1D1 modulator	mABHD4 FP	rCAG RNA binder	SIAE primary	PG9 Ab binder
10	O=C(CSc1nc2ccc(Nc3nc(N4CCOCC4)nc(N4CCOCC4)n3)cc2s1)Nc1ccccc1	-3	10	-2	0	/	-4	-1	3	0	-1.9
21	O=C(CN1C(=O)CSc2ccc(S(=O)(=O)N3CCOCC3)cc21)NCc1ccc(F)cc1	-1	-5	-2	-7	0	-5	5	-3	-5	-2.8
9	CCCCCCCNC(=O)CN1C(=O)CSc2ccc(S(=O)(=O)N3CCOCC3)cc21	1	2	-2	0	-2	9	3	-6	-1	-2.1
24	CN(CC(=O)Nc1ccc(S(=O)(=O)N2CCCC2)cc1)Cc1c(F)cccc1Cl	0	-7	-8	-5	-26	-2	-5	-4	-7	0.1
3	COc1cccc(CC2(CO)CCCN(Cc3ccc(OC(F)F)cc3)C2)c1 (configuration not stated)	-7	-5	4	-2	-3	-5	-7	-9	6	-3.9
18	COc1cc(NC(=O)COC(=O)/C=C/c2ccc(Cl)cc2Cl)cc(OC)c1	-3	-4	2	4	0	2	0	0	7	-1.8
16	CNC(=O)CN(c1ccc(C23CC4CC(CC(C4)C2)C3)cc1)S(C)(=O)=O	1	-10	2	7	-5	4	-7	-3	3	-2.9
14	COc1ccc(Br)cc1CN(C)CC(=O)Nc1c(Cl)ccc(C)c1Cl	0	-12	2	6	-24	4	0	-1	-8	-1.5
11	NS(=O)(=O)c1cccc(NC(=O)COC(=O)C2CCCCC2)c1	2	1	0	-3	2	9	-1	-2	-5	-2.9
19	COc1cc(=O)[nH]c(SC(C)C(=O)Nc2cc(C)on2)n1 (configuration not stated)	1	8	-4	2	-3	-3	-2	-1	-8	-0.4
20	Cc1csc2nc(CCNS(=O)(=O)c3cccs3)cn12	4	10	-5	-11	-2	-4	8	5	2	-1.0

High-throughput results from PubChem BioAssay.
